GALK inh: blocks human galactokinase activity | P51570 | Purified GALK, Kinase-Glo residual ATP luminescence | Potency, µM (top dose mostly 57.5 µM), for inactives: at the top dose activity change, negative = inhibition, usual class: inhibitors | hit rate 0.007% among 270,000 | AID 1868; further: potency means the concentration at half of the fitted maximal effect; on the % scale 0 is the no-effect control and ±100 the full control effect
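Galactose (100 uM) and ATP (35 uM) were turned over by 5 nM GALK for 1 h at RT. Kinase-Glo Plus then converted the remaining ATP into a luminescent signal.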
hERG WT inh: inhibitors of human wildtype KCNH2 potassium channel; Q12809; U2OS, BacMam KCNH2, thallium flux FluxOr; stronger effect = lower value; activity change, % at 1.84 µM; hit rate 0.37% among 340,000; AID 720551;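 active means maximum activity change below -70%; inconclusive means maximum activity change between -70% and -50%; inactive means maximum activity change above -50%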; further: on the % scale 0 is the no-effect control and ±100 the full control effect
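U2OS cells transduced with wild-type KCNH2 virus are loaded with FluxOr dye for 45 min, and thallium flux is measured in kinetic reads before and after stimulation buffer. Rate constants are normalized to DMSO controls.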
TSHR antagonist: blocks TSH signaling through the human TSH receptor. P16473. TSHR-expressing cells, TSH-stimulated cAMP HTRF, 2 h; stronger effect = lower value. activity change, negative = inhibition, % at 11.5 µM. hit rate 0.2% among 330,000;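 active means activity change below a set negative limit, meaning inhibition stronger than a set level, cut at about -70% in these data; inconclusive means activity change between two set negative limits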; further: on the % scale 0 is the no-effect control and ±100 the full control effect
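Cell-based HTRF cAMP assay; TSHR cells + compound, TSH EC80 (4nM final), 2 h, 37 deg C. Lysis with anti-cAMP cryptate and cAMP-d2, 30 min RT, read 665/620 nm.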
Eya2 phos inh: blocks the phosphatase activity of human Eya2; O00167; recombinant Eya2, OMFP fluorescence dephosphorylation (OMFP is methylfluorescein phosphate); Potency, µM (doses to about 76.9 µM), for inactives: at the top dose activity, negative = inhibition, most hits filed as inhibitors; hit rate 0.006% among 330,000; AID 488837; further: potency means the concentration at half of the fitted maximal effect; on the % scale 0 is the no-effect control and ±100 the full control effect
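Eya2 protein (added as 0.2 uM solution) was preincubated with compound for 10 min at ambient temperature in 50 mM HEPES pH 7.5, 50 mM NaCl, 5 uM MgCl2, 0.05% BSA, 1 mM DTT. OMFP (added at 50 uM) then reacted 10 min; fluorescence read at 485/525 nm.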
MBNL1 CUG block: MBNL1-poly(CUG) RNA binding inhibition; hit rate 0.036% among 280,000; Potency, µM (titrated, usually from 57.5 µM), without a hit: top-dose activity change, negative = inhibition, most hits filed as inhibitors; TR-FRET MBNL1-His/biotin-(CUG)12 binding, 665/545 ratio; active means well fitted inhibition curve with a large enough effect in the signal ratio, with a control signal flat, not every such curve was filed as active; inconclusive means small, poorly fitted or top-dose-only effect, or effect the other way, or a change in a side signal; inactive means no such curve, though single readings can be large or run the other way; the % refers to the signal ratio; further: potency means the concentration at half of the fitted maximal effect; on the % scale 0 is the no-effect control and ±100 the full control effect
Target sequence (Q9NR56 whole entry, looked up): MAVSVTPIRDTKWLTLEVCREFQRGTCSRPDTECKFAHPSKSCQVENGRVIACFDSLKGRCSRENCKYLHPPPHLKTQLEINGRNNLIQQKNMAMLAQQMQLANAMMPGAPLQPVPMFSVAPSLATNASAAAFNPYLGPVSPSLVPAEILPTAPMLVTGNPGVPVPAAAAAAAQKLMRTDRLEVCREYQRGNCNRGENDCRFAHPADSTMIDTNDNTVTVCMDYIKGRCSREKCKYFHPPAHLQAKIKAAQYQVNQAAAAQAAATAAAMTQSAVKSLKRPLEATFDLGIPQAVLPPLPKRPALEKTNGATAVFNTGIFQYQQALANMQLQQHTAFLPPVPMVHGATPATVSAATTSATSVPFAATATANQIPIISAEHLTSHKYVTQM
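TR-FRET between His-tagged MBNL1 and biotin-(CUG)12 RNA, detected with Tb anti-His antibody (0.055 ng/ul) and streptavidin-XL665 (5 nM), 60 min at room temperature. Compounds titrated 92 nM to 58 uM; 665/545 nm ratio normalized to buffer and complex controls.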
PKM2 act: increases activity of human pyruvate kinase M2; Potency, µM (series often up to 57.5 µM), without a hit: at the highest dose activation, most hits filed as activators; P14618; purified PKM2, Kinase-Glo ATP luminescence, activation; response scale: 0% is enzyme alone, no compound; hit rate 0.34% among 260,000; further: potency means the concentration at half of the fitted maximal effect; on the % scale 0 is the no-effect control and ±100 the full control effect; nearly all actives have a fitted effect of over 55% in size
Target sequence (P14618 whole entry, looked up): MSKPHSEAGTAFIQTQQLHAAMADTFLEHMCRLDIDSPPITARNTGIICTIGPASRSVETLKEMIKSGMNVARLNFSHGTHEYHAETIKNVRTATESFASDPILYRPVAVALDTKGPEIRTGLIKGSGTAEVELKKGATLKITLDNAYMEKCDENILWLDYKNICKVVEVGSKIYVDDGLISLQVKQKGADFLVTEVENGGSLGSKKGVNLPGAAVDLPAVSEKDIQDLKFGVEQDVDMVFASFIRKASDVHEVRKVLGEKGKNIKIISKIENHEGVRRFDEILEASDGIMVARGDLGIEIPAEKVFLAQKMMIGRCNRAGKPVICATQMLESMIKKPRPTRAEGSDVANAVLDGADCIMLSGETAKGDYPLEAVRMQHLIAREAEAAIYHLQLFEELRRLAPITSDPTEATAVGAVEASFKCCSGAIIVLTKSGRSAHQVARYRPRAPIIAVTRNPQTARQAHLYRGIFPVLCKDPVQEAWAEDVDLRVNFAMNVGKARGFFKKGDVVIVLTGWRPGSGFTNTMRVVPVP
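Purified hPK-M2 (>95%) run at intermediate activity with 0.1 mM ADP and 0.5 mM PEP in 50 mM imidazole pH 7.2, KCl, MgCl2; 1 h room temperature. ATP formed read by Kinase-Glo luminescence; normalized to uninhibited and no-enzyme controls.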
Menin MLL FP TR: displaces Texas Red mutant MLL peptide from human menin | hit rate 0.23% among 270,000 | Menin + Texas Red MLL mutant peptide, fluorescence polarization | O00255 | Potency, µM (doses to about 61.6 µM), for the others: at the highest dose FP activity change, negative = inhibition, most hits filed as inhibitors; active means well fitted inhibition curve with a large enough effect in the polarisation, with a control signal flat, not every such curve was filed as active; inconclusive means small, poorly fitted or top-dose-only effect, or effect the other way, or a change in a side signal; inactive means no such curve, though single readings can be large or run the other way; the % refers to the polarisation; further: potency means the concentration at half of the fitted maximal effect; % of control where 0% means no effect; many of its hits are not listed in these tables
S-ASM inh: inhibitors of human secretory acid sphingomyelinase; P17405; placental ASM, HMU-PC fluorogenic substrate, 60 min; Potency, µM (titrated, usually from 57.5 µM), without a hit: top-dose activity change, negative = inhibition, usual class: inhibitors; hit rate 0.006% among 340,000; AID 504937; further: potency means the concentration at half of the fitted maximal effect
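qHTS format. ASM enzyme prepared from human placenta hydrolyses the fluorogenic substrate HMU-PC0 (9 uM final) over 60 min at 37 °C after a 10 min compound preincubation.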
Chronic BCR inh: inhibitors of chronic active B-cell receptor signaling. ABC-DLBCL IkBa-CBG/CBR reporter, luminescence ratio, 4 h. Potency, µM (highest dose often 46.1 µM), inactives show at the highest dose ratio change, negative = lower green/red ratio, hits mostly inhibitors. hit rate 0.05% among 340,000; active means well fitted inhibition curve with a large enough effect in the signal ratio, with a control signal flat, not every such curve was filed as active; inconclusive means small, poorly fitted or top-dose-only effect, or effect the other way, or a change in a side signal; the % refers to the signal ratio;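 further: potency means the concentration at half of the fitted maximal effect; plate controls were basal doxycycline-induced cells for no effect and cells given 10 µM MG132 for full effect; MG132 reads +100%, hits lower the ratio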
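Compounds up to 46 uM were incubated four hours with TMD8 cells whose green CBG68 luciferase is fused to IkappaBalpha; red CBR luminescence normalised the signal, and concentration-effect curves were fitted to fusion, red and ratio data.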
Mito fusion act: inhibitors of mitochondrial division or activators of mitochondrial fusion | S. cerevisiae fusion-defective mutant growth rescue, CellTiterGlo 48 h | Potency, µM (series often up to 46.1 µM), inactives show top-dose growth rescue (activation), actives largely listed as activators | hit rate 0.23% among 320,000;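 further: potency means the concentration at half of the fitted maximal effect; % of control where 0% means no effect; nearly all actives have a fitted effect of over 45% in size; temperature-sensitive fusion mutants such as fzo1-1 at 37 °C on non-fermentable ethanol glycerol medium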
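Growth-rescue viability read-out: after 48 h at the non-permissive 37C in glycerol/ethanol YPEG, yeast mitochondrial fusion mutants are measured by CellTiterGlo luminescence; compounds (23 nl pinned per well) restoring growth score as division inhibitors or fusion activators.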
USP2a inh: blocks human ubiquitin-specific protease USP2a | O75604 | USP2 core, Ub-CHOP2 coupled fluorogenic reporter, 485/531 | Potency, µM (top dose mostly 38.3 µM), for inactives: at the highest dose activity change, negative = inhibition, hits mostly inhibitors | hit rate 0.01% among 330,000 | AID 463254;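 further: potency means the concentration at half of the fitted maximal effect; plate controls were DMSO wells for no effect and full inhibition by NEM control for full effect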
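Deubiquitinase activity read as fluorescence (485/531 nm) after Ub-CHOP2 cleavage activates the enterokinase reporter on its substrate; USP2 core 10nM, Ub-CHOP2 and substrate 25nM each, 30min compound preincubation then 60min RT; data normalized to NEM, curves fitted.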
* hit, by the source's call; ? = inconclusive; . = not tested or not shown; [ ] = remark or other dose. Unless noted, the call rests on the fitted dose curve; in most records, active means well fitted curve in the direction sought with a large enough effect; inconclusive means small, poorly fitted or top-dose-only effect, or another doubt; inactive means no such curve, though single readings can be large; an effect the other way counts as inactive or inconclusive. A portion of the library; the hit share may differ from the screen's.

Sequence of screens – GALK inh | hERG WT inh | TSHR antagonist | Eya2 phos inh | MBNL1 CUG block | PKM2 act | Menin MLL FP TR | S-ASM inh | Chronic BCR inh | Mito fusion act | USP2a inh
- COc1cc(C(=O)N/N=C/c2cccc(Oc3ccccc3)c2)ccc1O
 : -6% | -3 | -17 | 7% | -2% | 0% | ? | -22% | ? | -2% | 4%
- CS(=O)(=O)N1CCC(C(=O)Nc2ccc(Br)cc2F)CC1
 : 0% | 3 | 14 | -8% | 2% | -4% | 0% | -1% | 2% | -4% | 3%
- CCOC(=O)C1C(c2ccc(C)o2)NC(=O)NC1(O)C(F)(F)F (stereo not drawn)
 : -1% | -11 | -1 | 7% | 5% | -1% | 13% | . | 1% | -6% | 0%
- CCC(C(=O)NC1CCCCC1)n1c(SCc2ccc(F)cc2)nc2ccncc21 (stereo not drawn)
 : . | 0 | 1 | 6% | 28% | -2% | 4% | 1% | -4% | -3% | 0%
- CC1=NOC(=O)/C1=C\c1ccccc1
 : . | 7 | 7 | -22% | 15% | 4% | . | 1% | 0% | 3% | 2%
- CCCOc1cc(C)c(S(=O)(=O)n2ccc(C)n2)cc1C
 : 6% | -3 | . | . | -11% | 2% | -15% | -5% | . | -2% | .
- CN1CCN(c2nc3c(c(=O)[nH]c(=O)n3C)n2CCSc2nnnn2-c2ccccc2)CC1
 : 0% | -5 | -3 | 13% | 0% | 1% | . | 2% | -2% | -4% | 0%
- COc1ccccc1N1CCN(CC(=O)Nc2ccccc2C(=O)NCCc2ccccc2)CC1
 : . | -5 | 26 | -27% | . | . | . | 0% | 0% | 17% | -9%
- CCC(=O)N(CCC(c1ccco1)c1ccccc1OC)Cc1cccs1 (stereo not drawn)
 : 4% | 2 | -10 | -13% | 10% | 21% | 0% | -2% | ? | 17% | 5%
- Cc1nc2ccccc2n1CC(=O)N1CC(=O)Nc2ccccc21
 : 0% | 0 | 9 | 22% | 0% | ? | 13% | 0% | 2% | -3% | 0%
- COc1ccc(NC(=O)c2cccc(NC(=O)C3C4CC5OC(=O)C3C5C4)c2)c(OC)c1 (stereo not drawn)
 : -4% | 2 | 0 | -7% | -1% | -1% | -3% | -1% | ? | 2% | 1%
- CCCCC(=O)Nc1nc(C)c(-c2csc(Nc3cc(Cl)ccc3OC)n2)s1
 : 3% | -12 | -2 | 17% | 199%[activator] | -12% | 36%[activator] | 0% | 5% | 9% | 0%
- O=C(Nc1ccc(S(=O)(=O)N2CCCC2)cc1)N1c2ccccc2Sc2ccccc21
 : 0% | -5 | 9 | -11% | 15% | -6% | -28% | -3% | ? | 8% | 0%
- CCCCN(C(=O)c1ccc2c(c1)OCO2)c1c(N)n(CC(C)C)c(=O)[nH]c1=O
 : . | -24 | -5 | -24% | . | . | . | 7% | ? | -6% | -1%
- Cc1ccc(NC(=O)Cn2cnc3cc([N+](=O)[O-])ccc3c2=O)c(Cl)c1
 : . | -1 | 26 | 5% | ? | 19% | . | 7% | -20% | 1% | 0%
- Cc1nc(SCC(=O)Nc2ccc(F)cc2)c2oc3ccccc3c2n1
 : -3% | 5 | 3 | 3% | 5% | 0% | 40%[activator] | 0% | ? | -2% | -1%
- C=CCOc1cccc(C2C(C(=O)c3ccc(C)o3)=C(O)C(=O)N2CCN(C)C)c1 (stereo not drawn)
 : 0% | -2 | 3 | 17% | 4% | 0% | 8% | 0% | -3% | 0% | 1%
- Cc1cc(OCc2cc(C(=O)NC(C)c3c(C)nn(C)c3C)no2)cc(C)c1Cl (stereo not drawn)
 : 1% | -8 | -13 | -16% | -1% | . | . | 1% | 0% | 3% | 2%
- Oc1ccc(Cl)cc1CNCC1CCCCC1
 : . | 5 | 5 | -17% | . | . | . | 4% | 5% | -5% | 1%
- CCCC(=O)Nc1nn(CCC)c2nc3ccccc3cc12
 : 2% | 1 | 37 | -3% | ? | 1% | 6%[11.7 µM] | 235%[activator] | 5% | -4% | 0%
- O=C(OCn1ncc(Cl)c(Cl)c1=O)c1ccccc1Cl
 : -13% | -11 | ? | -2% | 292%[activator] | 11% | 50%[activator] | -3% | ? | -18% | 0%
- O=C(NC(NC(=S)Nc1ccccc1)C(Cl)(Cl)Cl)c1cccc(Cl)c1 (stereo not drawn)
 : 2% | -4 | -34 | 6% | -3% | -1% | ? | -14% | ? | -15% | -10%
- O=C(/C=C/c1ccc(S(=O)(=O)NCc2ccco2)cc1)N1CCN(c2ccccc2)CC1
 : 5% | 12 | 2 | -8% | 16% | 5% | 10% | -2% | -3% | -1% | 1%
- O=C(O)c1ccc(N/N=C/c2ccc3c(c2)OCO3)cc1
 : 16% | 16 | 38 | 10% | ? | -4% | 0% | 0% | ? | -3% | 0%
- Cc1cccc(N2CCN(C(=O)CCNS(=O)(=O)c3ccc4c(c3)CCC(=O)N4)CC2)c1C
 : -1% | -1 | -11 | 6% | -5% | 7% | -20% | -2% | 5% | -6% | -1%
- CCOC(=O)c1sc(NC(=O)COC(=O)Cn2cnc3ccccc32)c(C(=O)OCC)c1C
 : -1% | -15 | -10 | -2% | 13% | 20% | 7% | ? | 3% | 22% | 1%
- O=C(CCCN1C(=O)c2cccnc2C1=O)Nc1ccccc1F
 : 9% | 2 | 4 | 6% | ? | 0% | 1% | 3% | 11% | 2% | 0%
- O=[N+]([O-])c1ccc(/C=N/N2CCN(Cc3ccccc3)CC2)cc1
 : -1% | -9 | -13 | 9% | ? | -1% | 17% | -15% | 0% | -15% | 2%
- COc1cccc(NC(=O)CNC(=O)c2ccc(C)cc2)c1
 : -2% | 14 | 3 | -21% | -3% | -44% | -3% | 4% | 4% | 3% | 2%
- COCc1cc(C)nc(SCC(=O)Oc2ccc(Cl)cc2)c1C#N
 : 4% | 5 | 4 | -6% | 25% | ? | 17% | 232%[activator] | ? | 4% | -2%
- O=c1c2ccccc2c(C=Nc2ccc(O)cc2)c(O)n1-c1nccs1
 : -4% | 8 | -11 | -8% | ? | -1% | . | 16% | 5% | 1% | 1%
- Cc1ccc(CNC(=O)CCSCc2ccc(C)cc2)cc1
 : . | 1 | -1 | 3% | -3% | . | -15% | -2% | -1% | -11% | -2%
- COc1ccc(N2CCN(C(CNC(=O)C3CCCCC3)c3ccco3)CC2)cc1 (stereo not drawn)
 : . | -9 | -2 | 13% | . | . | . | . | 4% | 8% | 0%
- CC1=CC(C)(C)Nc2cc(C)c(C)cc21
 : 3% | 2 | -6 | 9% | 10% | 0% | -4% | 48%[activator] | 4% | -6% | 0%
- CC(OC(=O)c1cccnc1Cl)C(=O)Nc1ccc2c(c1)OCO2 (stereo not drawn)
 : . | -27 | . | 7% | . | . | . | 3% | -5% | . | 2%
- C[C@H](CO)N1C[C@H](C)[C@@H](CN(C)S(=O)(=O)c2ccc(F)cc2)Oc2c(NC(=O)CCC(F)(F)F)cccc2C1=O
 : . | -21 | -3 | ? | . | . | . | -4% | -1% | . | 5%
- Cc1cccc(OCC(=O)Nc2ccccc2N2CCCC2)c1C
 : . | -12 | -9 | -4% | . | . | . | -5% | 8% | ? | -7%
- CC(C)CNC(=O)Cn1nc(C(F)(F)F)c2c1CCCC2
 : -1% | -1 | -11 | 0% | 5% | -5% | 4% | -1% | 2% | 4% | 2%
- S=c1[nH]nc(Cc2n[nH]c(=S)n2-c2ccccc2)n1-c1ccccc1
 : 8% | 0 | 1 | -13% | -7% | . | -14% | -1% | -1% | 3% | 4%
- Cn1c(=O)c2c(nc(NCc3ccco3)n2CCc2ccccc2)n(C)c1=O
 : 16% | -7 | -7 | -12% | -2% | 7% | 2% | -2% | 0% | 1% | -7%

High-throughput results as filed in PubChem.
